bovine MsrA act: activates bovine MsrA enzyme; purified bovine MsrA, absorbance read-out; AID 602163; activation, % at 10.6 µM; hit rate 0.3% among 360,000; in the data active = activation above about 7.5%;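 also: 0% = vehicle and 100% = reference activator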
FAS TE block: FAS thioesterase (human) inhibition; inhibition, % at 15 µM; recombinant FAS-TE, OMFH fluorogenic substrate, fluorescence endpoint; hit rate 0.67% among 360,000; AID 602261;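 active = compounds whose normalised, plate-corrected inhibition of enzyme fluorescence in the single-dose primary screen is 50% or more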;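 also: 0% = DMSO with enzyme and 100% = substrate without enzyme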
Rin1-Abl PPI inh: inhibitors of human Rin1-Abl protein interaction; hit rate 0.4% among 360,000; inhibition, % at 7.35 µM; AID 588664; TR-FRET Rin1/Abl binding, biochemical; P00519+Q13671; in the data active = inhibition above about 5%, passing the limit was not always enough
MT1-MMP act inh: inhibitors of human MT1-MMP activation. P50281. HT1080 RFP-PRO-GFP cells, GFP/RFP ratio fluorescence, overnight; percent of plate control window, DMSO zero. GFP/RFP ratio change, % at 20 µM. hit rate 0.061% among 360,000. AID 651647;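 active = GFP/RFP ratio change of at least 30% with cell ATP level not reduced by more than half and red fluorescence within 50% of control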; also: strong numbers were not always called active
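Compound: 20 µM single dose, 1% DMSO / System: HT1080 RFP-PRO-GFP cells / Controls: DMSO and RFP-L50D-GFP cell wells / Read-out basis: GFP/RFP fluorescence ratio / Schedule: overnight compound exposure at 37 °C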
Neddyl block: blocks human cullin neddylation; TR-FRET cullin neddylation, biochemical; calls only at 25 µM; hit rate 0.58% among 360,000; AID 651699; in the data active = inhibition above about 36%
MsrA inhibitor: bovine MsrA inhibition | purified bovine MsrA, absorbance read-out | inhibition, % at 15.5 µM | hit rate 0.75% among 360,000; in the data active = inhibition above about 4.5%;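 also: 0% = vehicle wells with enzyme and 100% = reference inhibitor wells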
E coli Lon inh: inhibits E. coli Lon protease | P0A9M0 | purified E. coli Lon protease, fluorescence polarization | inhibition, % at 7.94 µM | hit rate 0.42% among 360,000; in the data active = inhibition above about 13%, passing the limit was not always enough;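 also: 0% = enzyme with probe and DMSO and 100% = no enzyme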
Target sequence (P0A9M0 whole entry, looked up): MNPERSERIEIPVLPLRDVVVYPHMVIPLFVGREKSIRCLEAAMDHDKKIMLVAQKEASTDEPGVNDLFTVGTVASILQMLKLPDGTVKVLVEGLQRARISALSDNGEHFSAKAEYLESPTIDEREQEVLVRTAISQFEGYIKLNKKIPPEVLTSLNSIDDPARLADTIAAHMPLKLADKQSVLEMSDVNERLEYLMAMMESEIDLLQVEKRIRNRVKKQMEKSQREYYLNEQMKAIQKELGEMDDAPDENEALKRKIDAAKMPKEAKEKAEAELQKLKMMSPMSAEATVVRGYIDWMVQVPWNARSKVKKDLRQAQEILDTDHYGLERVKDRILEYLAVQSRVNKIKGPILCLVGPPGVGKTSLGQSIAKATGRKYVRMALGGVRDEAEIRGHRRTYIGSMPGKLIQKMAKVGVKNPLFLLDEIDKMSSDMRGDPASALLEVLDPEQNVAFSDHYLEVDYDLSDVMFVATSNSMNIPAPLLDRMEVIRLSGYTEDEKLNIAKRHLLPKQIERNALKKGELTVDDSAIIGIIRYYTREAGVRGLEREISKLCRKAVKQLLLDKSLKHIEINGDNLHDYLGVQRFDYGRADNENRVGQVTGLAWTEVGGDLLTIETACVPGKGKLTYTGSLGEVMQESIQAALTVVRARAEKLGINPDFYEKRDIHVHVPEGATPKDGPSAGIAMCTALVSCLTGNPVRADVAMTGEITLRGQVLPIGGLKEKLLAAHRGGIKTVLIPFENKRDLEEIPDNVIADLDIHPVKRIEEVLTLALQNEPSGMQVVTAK
SKN-1 inh: inhibitors of C. elegans SKN-1; C. elegans VP596 Pgst-4::GFP/RFP ratio, acrylamide-induced, 24 h; inhibition, % at 21.8 µM; hit rate 0.49% among 360,000; AID 624304;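 active = interference check ratio from 0.5 to 1.5 plus GFP to RFP signal ratio inhibition reaching or exceeding a fixed threshold, cut at about 30% in these data, passing the limit was not always enough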; also: some compounds called inactive have numbers as strong as hits
NRP1-CendR mod: NRP-1/CendR interaction modulation | inhibition, % at 25 µM | FAM-RPARPAR peptide binding to NRP-1, fluorescence polarization | O14786 | hit rate 0.85% among 360,000;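 active = inhibition or corrected inhibition above about 18%, plus a signal ratio from 0.5 to 1.5, limit read from the data, passing the limit was not always enough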; also: strong numbers were not always called active
An asterisk follows results filed as active; i = inactive; nt = no result given; + = active, no number. Rows are unselected (roughly 4.2% active in at least one column).

entry	canonical_smiles	bovine MsrA act	FAS TE block	Rin1-Abl PPI inh	MT1-MMP act inh	Neddyl block	MsrA inhibitor	E coli Lon inh	SKN-1 inh	NRP1-CendR mod
1	CCc1cc(C(=O)N2CCCC(Nc3ccc(F)c(F)c3)C2)n(C)n1 (configuration not stated)	-2.6	-3.8	-1.7	0.7	i	-0.5	-4.8	7.4	-0.9
2	Cc1ccc(C)c(N2CCN(C(=O)CCc3nc(-c4ccccc4Cl)no3)CC2)c1	-2.9	29.3	-3.6	4.4	i	-0.8	-0.1	-18.1	-1.2
3	C=CCNC(=S)N1CCN(c2ccc([N+](=O)[O-])cc2)CC1	-4.7	5.7	-6.9	5.1	i	0.5	-7.4	-8.9	-17.7
4	Cc1cccc(N2CCN(C(=O)C3CCN(S(=O)(=O)c4cccnc4)CC3)CC2)c1C	-4.3	1.1	-1.2	-1.1	i	0.7	-4.9	17.0	-2.9
5	CCOc1cc(/C=C2\C(=N)N3N=C(CC)SC3=NC2=O)ccc1OCCOc1ccc(NC(C)=O)cc1	-3.6	-1.5	-0.6	-4.2	i	-0.2	4.3	9.2	-3.8
6	CC(C)C(=O)c1cn(CC(=O)O)c2ccccc12	-8.6	-5.1	3.4	1.9	i	0.1	-3.8	-3.1	-2.3
7	Cc1ccc(NC(=O)CC2SC(=NC3CCCCC3)NC2=O)cc1 (configuration not stated)	-2.9	-6.0	-3.3	3.8	i	-0.5	6.4	1.6	-12.1
8	CCN(CC)S(=O)(=O)c1ccc(NC(=O)C2COc3ccccc3O2)cc1 (configuration not stated)	-3.5	13.6	-0.7	4.3	i	-0.2	3.3	10.5	3.8
9	O=C(COc1cccc(Cl)c1)NNC(=S)Nc1ccccc1	1.2	-7.5	-0.1	2.6	i	-0.7	-4.7	-3.9	6.9
10	Cc1c(NC(=O)CN2CCN(c3ccc(F)cc3)CC2)c(=O)n(-c2ccccc2)n1C	-3.0	-8.4	0.1	10.1	i	-0.5	-3.5	0.4	0.3

Part of the list above in order of SMILES length, descending:
entry	canonical_smiles	bovine MsrA act	FAS TE block	Rin1-Abl PPI inh	MT1-MMP act inh	Neddyl block	MsrA inhibitor	E coli Lon inh	SKN-1 inh	NRP1-CendR mod
4	Cc1cccc(N2CCN(C(=O)C3CCN(S(=O)(=O)c4cccnc4)CC3)CC2)c1C	-4.3	1.1	-1.2	-1.1	i	0.7	-4.9	17.0	-2.9
8	CCN(CC)S(=O)(=O)c1ccc(NC(=O)C2COc3ccccc3O2)cc1 (configuration not stated)	-3.5	13.6	-0.7	4.3	i	-0.2	3.3	10.5	3.8
6	CC(C)C(=O)c1cn(CC(=O)O)c2ccccc12	-8.6	-5.1	3.4	1.9	i	0.1	-3.8	-3.1	-2.3

Next compounds follow.
entry	canonical_smiles	bovine MsrA act	FAS TE block	Rin1-Abl PPI inh	MT1-MMP act inh	Neddyl block	MsrA inhibitor	E coli Lon inh	SKN-1 inh	NRP1-CendR mod
11	CCc1ccc(N2CC(C(=O)Nc3nc4ccc(S(C)(=O)=O)cc4s3)CC2=O)cc1 (configuration not stated)	-0.9	-1.2	-0.1	-4.7	i	-1.5	-5.8	-7.1	11.6
12	N#Cc1ccc(Nc2nc(-c3ccccc3)c(C(=O)c3ccccc3)s2)cc1	-7.9	34.4	1.4	1.9	i	2.3	-3.4	21.2	16.9
13	COc1ccc(CCNC(=O)COC(=O)c2cccn2C)cc1	-3.1	-3.6	0.1	0.2	i	-0.2	-1.8	-1.8	8.1
14	C/C(=N\N(c1ccccc1)c1ccccc1)c1ccco1	-5.4	20.1	-3.4	0.4	i	0.0	-1.2	5.6	2.0
15	COc1cc(CCCN2C(N)=NC[C@@H]2c2ccccc2)cc(OC)c1OC	-9.2	-15.0	0.7	3.7	i	0.3	5.3	0.8	9.1
16	Cc1ccc(C(=O)C(C)N(C(=O)c2ccc(Cl)cc2Cl)N2C(=O)CCCC2=O)cc1 (configuration not stated)	-0.6	3.5	1.8	0.3	i	0.1	3.4	5.3	-0.2
17	CC(C)N(C(=O)CSc1nn2c(=O)c(C(C)(C)C)nnc2s1)c1ccccc1	-0.3	0.5	1.6	-3.3	i	-1.1	-6.9	-6.7	-14.4
18	CC1CN(C(=O)c2cccs2)CCN1C(=O)c1cccs1 (configuration not stated)	-5.8	-10.6	5.3	-3.7	i	0.1	10.1	43.2*	-1.1
19	CCN(CC(=O)Nc1ccccc1OC)CC(=O)Nc1sccc1C#N	0.1	-4.8	-1.5	-1.4	i	-1.3	-10.8	3.9	-2.9
20	S=C1NC2CCCCC2N1 (configuration not stated)	-1.6	-0.7	3.0	1.7	i	1.6	2.1	-4.7	2.9
21	CC(=O)Nc1ccc(NC(=O)c2ccc(Cl)nc2)cc1	-3.8	-2.5	-4.5	0.6	i	-1.1	-7.0	-13.3	6.6
22	Nc1c(C(=O)NCc2ccc(F)cc2)c2nc3ccccc3nc2n1CCCN1CCOCC1	-0.9	26.4	-6.3	-4.4	nt	0.7	-4.8	1.9	-21.8
23	CCN(C[C@H]1N[C@@](Cc2ccccc2)(C(=O)OC)[C@H]2C(=O)N(C)C(=O)[C@@H]12)C(=O)C1CCCCC1	-8.0	-4.5	-1.3	0.3	i	-0.3	-6.3	4.0	-16.2
24	Oc1ccc(/C=N/Nc2ccc(Cl)nn2)cc1O	-9.7	-6.9	-1.0	0.6	i	4.9*	8.8	-3.5	13.5
25	CC(C)C(NC(=O)CC12CC3CC(CC(C3)C1)C2)C(=O)O (configuration not stated)	-7.5	-7.3	-0.3	7.5	i	-0.4	-6.7	-2.8	1.1
26	CC1CCCCN1C(=S)NC(=O)c1cccs1 (configuration not stated)	-3.2	-5.8	-4.5	1.8	i	-0.2	-9.3	1.2	6.8
27	COC(=O)/C=C1\OCc2cccc(C)c21	nt	nt	nt	5.8	i	0.5	nt	19.7	-2.0
28	CN1C(=O)CSC1=NC12CC3CC(CC(C3)C1)C2	-1.3	7.1	-2.4	-2.3	i	0.3	-7.6	9.2	-4.3
29	CC1CCC2(CC1)NC(=O)N(CC(=O)NCCc1ccc(F)cc1)C2=O (configuration not stated)	-2.2	-2.4	1.7	0.8	i	0.3	-3.2	5.4	0.5
30	COc1ccccc1C(=O)N/C(=C\c1ccc(Br)cc1)C(=O)NCCCO	-3.3	-6.9	2.8	2.8	i	-0.3	15.6	1.4	-13.5
31	Cn1c(=O)[nH]c(=O)c2c1nc(Br)n2Cc1ccc(Cl)cc1	-2.1	1.2	6.5	5.1	i	1.3	-1.1	10.1	-3.0
32	O=C(O)c1ccc(CN2C(=O)c3ccc(C(=O)O)cc3C2=O)cc1	1.2	-4.6	3.0	-2.5	i	-1.2	8.5	12.7	-5.9
33	FC(F)(F)c1cccc(Cc2noc(CN3CCC(N4CCCCC4)CC3)n2)c1	-0.4	0.4	0.4	0.5	i	-0.6	-3.5	-0.1	-11.1
34	Cn1c(N2C(=O)CC(Cc3ccccc3)C2=O)nc2ccccc21 (configuration not stated)	0.3	-6.4	1.2	2.4	i	0.5	0.9	-3.4	-8.2
35	CC1CCN(CCC(=O)Nc2ccc(Cl)cc2)CC1	-1.6	-5.5	0.8	3.3	i	-1.0	11.9	-11.9	6.3
36	O=C(CCC(=O)N1CCSc2ccccc21)NCc1ccccc1	-1.0	0.5	-0.2	3.3	i	0.8	5.7	4.9	-10.3
37	COCCNc1nc(NCc2cccc(OC)c2)c2sccc2n1	-0.4	-1.6	-1.5	4.4	i	-0.1	6.5	-9.2	-7.8
38	O=C(NCc1cccnc1)Nc1ccc(Cl)cc1	-5.8	-3.4	2.8	-1.0	i	2.7	5.8	11.2	3.1
39	Cc1cc2n(n1)C(c1ccc(O)cc1)Nc1ccccc1-2 (configuration not stated)	-12.4	-2.6	6.2	nt	+	1.1	-0.5	-12.5	13.8
40	N#Cc1cc2c(nc1SCC(O)CS(=O)(=O)Cc1ccc(Cl)cc1)CCCC2 (configuration not stated)	-0.9	34.1	-3.1	0.9	i	0.1	3.0	2.5	-6.0
41	CCOC(=O)Cc1csc(NC(=O)C(NC(=O)C2CCCCC2)C(C)C)n1 (configuration not stated)	-3.6	-5.2	-0.8	-0.6	i	0.7	12.8	-2.8	-4.3
42	CC(C)Cn1c(SCC(=O)N(C)c2c(N)n(Cc3ccccc3)c(=O)[nH]c2=O)nc2ccccc21	-1.6	-3.1	2.1	-1.9	i	0.1	-13.4	4.8	0.4
43	COc1ccc(Cl)cc1CNC[C@H]1O[C@@H](n2ccc(N)nc2=O)[C@H](O)[C@@H]1O	-4.0	-8.0	-2.8	1.9	i	0.6	-5.0	-6.5	3.7
44	COc1ccc(C(=O)Oc2ccc(-c3nnco3)cc2)cc1S(=O)(=O)N1CCOCC1	-2.4	-0.6	1.7	2.3	i	-0.9	7.3	0.8	1.9
45	CC(/C=N/N1CCN(c2ccccc2)CC1)=C\c1ccccc1	-1.8	-5.2	-2.4	-1.0	i	nt	2.3	3.8	-10.2
46	CNC(=O)NC(=O)CSc1ccc(S(=O)(=O)N(C)C2CCCCC2)cn1	-0.9	-0.4	2.2	-7.5	i	-0.7	-7.5	14.4	-7.8
47	COc1ccc(NC(=O)N/C=C/c2ccc(Cl)cc2)cc1	-5.4	-9.5	-0.1	6.1	i	-0.9	-1.6	-6.9	9.8
48	CCOc1ccc(C(=O)c2cc3ccc(O)cc3oc2=O)cc1	-2.9	-5.2	-0.6	5.0	i	1.5	1.4	-6.8	-16.6
49	COc1ccc(NC(=O)CN(C)CC(=O)Nc2cccc3ccccc23)c(OC)c1	-5.3	-1.6	4.9	1.0	i	-0.6	4.2	2.9	0.6
50	Cc1cc(NC(=O)COc2nnc(-c3ccccc3)c3ccccc23)no1	1.5	5.5	0.2	-1.2	i	2.1	0.1	8.2	1.7
51	O=C(NCc1ccccc1)c1ccc(CS(=O)(=O)c2ccc(Br)cc2)o1	-3.2	1.6	-1.7	0.7	i	-0.3	-4.2	3.0	14.6
52	Cc1ccc(C(C#N)c2ccc3c(C(F)(F)F)cc(C(F)(F)F)nc3n2)cc1 (configuration not stated)	-3.7	15.5	1.9	5.0	i	0.5	14.0	43.8*	-3.4
53	O=C(/C(=C/O)N=Nc1ccccc1)c1ccco1	-3.6	2.8	0.4	1.7	i	2.3	2.5	7.8	-0.6
54	O=C(CCn1c(=O)oc2cc(Cl)ccc21)Nc1ccc(O)cc1	0.6	-2.4	1.9	3.3	i	-0.6	4.4	18.1	3.8
55	CCN1c2ccccc2-c2nc3ccccc3n2C1c1ccco1 (configuration not stated)	-0.2	7.7	-1.1	0.1	nt	1.2	7.3	-2.6	-7.5
56	c1ccc2[nH]c(CSc3nc4ccccc4o3)nc2c1	-2.9	-4.1	0.1	-1.0	i	2.3	-0.7	-2.5	-9.3
57	COc1ccc(C(CNC(=O)c2cc3c(s2)CCC(C)C3)N2CCCC2)cc1 (configuration not stated)	-0.1	6.9	3.7	-2.7	i	-0.2	-16.0	0.0	-18.1
58	CCOC(=O)CCC(=O)Nc1ccc([N+](=O)[O-])cc1C	-3.3	1.5	-0.1	2.9	i	-0.4	2.2	14.4	9.1
59	O=C(NCc1ccc2c(c1)OCO2)c1nc(Cn2cc(Br)cn2)no1	-2.6	-1.9	-0.2	1.4	i	2.9	3.2	22.3	4.1
60	CC(CNCC1CCCO1)COc1cccc2ccccc12 (configuration not stated)	-3.6	-5.5	-3.7	3.6	i	0.3	-8.6	-0.4	-0.9

More entries:
entry	canonical_smiles	bovine MsrA act	FAS TE block	Rin1-Abl PPI inh	MT1-MMP act inh	Neddyl block	MsrA inhibitor	E coli Lon inh	SKN-1 inh	NRP1-CendR mod
61	CNS(=O)(=O)c1cc(NC(=O)c2cccc3cccnc23)ccc1C	-0.3	3.5	-3.7	1.9	i	0.1	2.5	20.4	11.0
62	CC(=O)Nc1cccc(NC(=O)CSc2nnc(NC(=O)c3ccco3)s2)c1	-3.1	-2.7	-0.7	-0.3	i	3.6	-8.8	-3.7	3.4
63	O=C(NNC(=O)c1cc2ccccc2cc1O)NC1CCCCC1	-1.8	-3.3	-0.2	5.6	i	-0.5	3.8	8.2	-2.6
64	O=C(COc1ccc(Br)cc1)NNC(=O)c1ccc(-n2cncn2)c([N+](=O)[O-])c1	-2.0	12.5	-0.9	-1.8	i	0.8	-4.8	8.3	2.1
